Tn6 DDE FP: inhibitors of Tn6 peptide binding to fibrin DD(E), primary screen, biochemical, fluorescence polarization, human fibrin, Tn6 probe; Fibrin DD(E) TRITC-Tn6 fluorescence polarization displacement; actives 0.21% (n = 370,000); Fibrinogen beta chain (Homo sapiens), P02675; inhibition, % at 8.3 µM;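 active = inhibition above a per-campaign cutoff: mean of compounds within control limits plus 3 SD, cut at about 15% in these data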;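 note: 0% = median of all compound wells on the plate and 100% = blocking peptide control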
ADAM17 inh: ADAM17 inhibitors, primary screen, biochemical, QFRET; inhibition, % at 6.95 µM; recombinant ADAM17, EDANS/DABCYL FRET peptide cleavage; actives 0.83% (n = 370,000); Disintegrin and metalloproteinase domain-containing protein 17 (Homo sapiens), P78536; AID 720648, 2013;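 active = inhibition above the mean of compounds lying between control limits plus 3 SD, set per campaign, cut at about 8.5% in these data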;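 note: 0% = DMSO-only wells as the low control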
KLK7 zymogen act: proKLK7 zymogen activators, primary screen, biochemical, fluorescence intensity. Kallikrein-7 (Homo sapiens), P49862. purified proKLK7, EDANS-DABCYL substrate fluorescence; 100% is mature enzyme control, 0% vehicle. activation, % at 7 µM. actives 0.9% (n = 370,000). AID 652039, 2013;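 active = activation above the mean of all tested compounds plus 3 SD, computed per campaign excluding outliers beyond control limits, cut at about 13% in these data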
ASAP1 inh: inhibitors of human ASAP1 ArfGAP activity, primary screen, biochemical, fluorescence polarization. ASAP1-stimulated ARF1 GTP hydrolysis, GDP FP detection. inhibition, % at 16.5 µM. actives 0.19% (n = 360,000). AID 624377, 2012; in the data active = inhibition above about 25%;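 note: 0% = vehicle with enzyme and substrate and 100% = no enzyme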
ARFGAP1 inh: inhibitors of rat ARFGAP1 GAP activity, primary screen, biochemical, fluorescence polarization, GDP tracer | ADP-ribosylation factor GTPase-activating protein 1 (Rattus norvegicus), Q62848 | Arfgap1-stimulated ARF1 GTP hydrolysis, GDP FP detection | inhibition, % at 16.5 µM | actives 0.26% (n = 360,000) | AID 651572, 2012;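 active = inhibition above a per-plate limit, mean inhibition of low control wells plus 3 SD, cut at about 25% in these data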;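 note: 0% = DMSO wells with enzyme and 100% = wells lacking Arfgap1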
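Material: rat Arfgap1 catalytic domain, aa 1-136; also added: human ARF1(Δ1-17)-GTP substrate; compound dosing: one concentration, 16.5 µM, DMSO 1.26%; incubation: GTP hydrolysis reaction 2 h at 25 °C; measured by: Tracer-displacement fluorescence polarization with EDTA stop, 620/688 nm; evaluation: % inhibition from polarization; repeats: one replicate per compound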
DDE Tn7 FP inh: inhibitors of Tn7 peptide binding to fibrin DD(E), primary screen, biochemical, fluorescence polarization, human fibrin, Tn7 probe; Fibrinogen beta chain (Homo sapiens), P02675; FP displacement of FITC-Tn7 peptide from fibrin DD(E); 0% = median of compound wells per plate; inhibition, % at 8.3 µM; actives 0.13% (n = 370,000);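 active = inhibition above the mean of compounds falling within the control limits plus 3 SD of them, cut at about 14% in these data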;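 note: 0% = plate median of compound wells and 100% = 10 µM Aha-Tn7 peptide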
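System: human fibrin DD(E); quantity: Fibrin-DD(E) at 2 µM final; also added: fluorescent Tn7 probe at 0.1 µM; compound dosing: single nominal test concentration of 8.3 µM per compound; schedule: 10 min preincubation, 3 h with tracer, room temperature; detection: fluorescence polarization of the labelled Tn7 tracer; repeats: one replicate per compound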
LEDGF integ inh: blockers of LEDGF/p75-dependent integrase strand transfer – biochemical, TR-FRET, high throughput, primary screen; AID 743269, 2014; actives 0.64% (n = 370,000); TR-FRET IN-LEDGF/p75 DNA integration, Eu/Cy5; inhibition, % at 3.7 µM; HIV-1 integrase (with human LEDGF/p75);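 active = inhibition above the screen-wide mean plus 3 SD, cut at about 13% in these data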;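 note: signal is the Cy5 over europium emission ratio at 671 and 618 nm; 0% = plate median of compound wells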
TDP2 absorb: human TDP2 enzyme inhibitors, primary screen, biochemical, epi absorbance, recombinant enzyme; T5PNP hydrolysis, p-nitrophenol absorbance 415 nm; Tyrosyl-DNA phosphodiesterase 2 (Homo sapiens), O95551; actives 0.34% (n = 370,000); inhibition, % at 12.8 µM;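 active = inhibition above the mean of all tested compounds plus 3 SD, set per campaign, cut at about 25% in these data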;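 note: 0% = DMSO with enzyme and 100% = buffer with substrate but no TDP2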
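Material: recombinant human TDP2; quantity: TDP2 enzyme at 120 nM final; medium: Tris-HCl pH 7.5 with MgCl2; compound: single concentration, 12.8 µM nominal, with 1% DMSO; incubation: 2 h enzyme incubation at 37 °C; signal: epi absorbance; measure: percent inhibition; benchmarks: high control without enzyme, low control DMSO plus TDP2; repeats: singlicate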
PLC-gamma1 inh: PLC-gamma1 enzyme inhibitors, primary screen, biochemical, fluorescence, purified enzyme; inhibition, % at 12.2 µM; actives 0.84% (n = 370,000); 1-phosphatidylinositol 4,5-bisphosphate phosphodiesterase gamma-1 (Homo sapiens), P19174; fluorogenic substrate; AID 720700, 2013; in the data active = inhibition above about 9.5%
Target sequence (P19174 whole entry, looked up): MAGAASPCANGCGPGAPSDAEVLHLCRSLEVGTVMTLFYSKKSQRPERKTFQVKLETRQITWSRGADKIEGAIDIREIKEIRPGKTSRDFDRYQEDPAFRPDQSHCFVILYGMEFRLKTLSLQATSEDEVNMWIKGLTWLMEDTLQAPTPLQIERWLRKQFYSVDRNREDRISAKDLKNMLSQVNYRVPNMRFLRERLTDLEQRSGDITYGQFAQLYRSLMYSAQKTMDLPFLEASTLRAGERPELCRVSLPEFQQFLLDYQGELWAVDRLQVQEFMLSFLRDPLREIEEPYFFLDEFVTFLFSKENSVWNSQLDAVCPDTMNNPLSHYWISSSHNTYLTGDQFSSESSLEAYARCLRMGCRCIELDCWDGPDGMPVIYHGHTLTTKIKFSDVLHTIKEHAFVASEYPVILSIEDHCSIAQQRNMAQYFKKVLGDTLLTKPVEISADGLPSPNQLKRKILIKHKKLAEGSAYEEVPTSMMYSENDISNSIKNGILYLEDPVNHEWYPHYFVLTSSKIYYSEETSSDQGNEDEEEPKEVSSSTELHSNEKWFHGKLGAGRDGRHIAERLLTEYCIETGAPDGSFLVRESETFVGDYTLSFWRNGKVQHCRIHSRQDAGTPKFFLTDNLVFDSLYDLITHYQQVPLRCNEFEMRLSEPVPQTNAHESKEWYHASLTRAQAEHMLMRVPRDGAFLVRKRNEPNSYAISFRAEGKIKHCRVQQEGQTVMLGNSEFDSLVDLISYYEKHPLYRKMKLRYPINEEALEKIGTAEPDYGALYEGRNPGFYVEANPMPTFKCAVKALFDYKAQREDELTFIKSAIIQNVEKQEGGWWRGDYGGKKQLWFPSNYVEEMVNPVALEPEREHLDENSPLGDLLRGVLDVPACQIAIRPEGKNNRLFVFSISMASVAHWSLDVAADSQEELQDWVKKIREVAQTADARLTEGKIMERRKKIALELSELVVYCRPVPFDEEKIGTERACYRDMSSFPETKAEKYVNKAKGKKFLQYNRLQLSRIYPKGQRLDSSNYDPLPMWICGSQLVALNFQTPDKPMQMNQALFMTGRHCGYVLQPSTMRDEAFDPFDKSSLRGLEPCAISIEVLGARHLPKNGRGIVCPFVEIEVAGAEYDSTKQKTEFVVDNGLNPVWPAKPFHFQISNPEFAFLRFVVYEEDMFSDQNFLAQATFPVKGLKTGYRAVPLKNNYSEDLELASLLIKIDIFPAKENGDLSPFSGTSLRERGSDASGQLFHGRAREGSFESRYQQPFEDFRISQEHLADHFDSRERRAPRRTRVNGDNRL
ADAM10 inh: human ADAM10 inhibitors, primary screen, biochemical, QFRET, HTS; Disintegrin and metalloproteinase domain-containing protein 10 (Homo sapiens), O14672; recombinant ADAM10, EDANS/DABCYL FRET peptide cleavage, 3 h; inhibition, % at 7 µM; actives 0.62% (n = 370,000); AID 720582, 2013;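 active = inhibition above a per-campaign cutoff equal to the mean of compounds falling between control-based bounds plus 3 SD, cut at about 20% in these data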;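 note: 0% = DMSO wells while the 100% control is not disclosed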
Starred values were filed as active, the others as inactive; . = not tested or not shown.

no.	Compound	Tn6 DDE FP	ADAM17 inh	KLK7 zymogen act	ASAP1 inh	ARFGAP1 inh
1	CCN(CC(=O)Nc1ccc(C(C)=O)cc1)CC(=O)Nc1ccc2c(c1)OCCO2	6.1	-2.2	-0.3	11.1	-7.1
2	Nn1c(SCc2cccc(Oc3ccccc3)c2)nnc1C(F)(F)F	-1.3	-2.5	0.0	2.7	4.0
3	N#CCCSc1ncnc2c1oc1ccccc12	1.8	2.6	-0.1	3.2	-4.8
4	CCCCn1c(SCC(=O)NC(C)(C)C)nnc1-c1ccco1	3.3	-0.8	-0.3	-12.5	-1.2
5	O=C(C[n+]1ccc(/C=N/O)cc1)N1CCCCC1	-4.2	-3.5	0.6	3.0	9.9
6	N#Cc1c(NC(=O)CSc2ncnc3sccc23)oc(-c2ccco2)c1-c1ccco1	-8.0	-1.8	1.1	4.8	15.3
7	CCOc1ccc(C(C)NC(=O)c2ccccc2OCc2c(C)noc2C)cc1OCC (centres undefined)	2.2	1.2	-0.2	7.0	-12.6
8	O=C(CN1CCN(c2ccc(F)cc2)CC1)Nc1ccccc1Br	7.6	7.8	0.3	0.0	5.5
9	CCOC(=O)/C(C#N)=C/c1c(Oc2cccc(C)c2)nc2c(C)cccn2c1=O	-3.1	3.3	0.3	1.7	-2.0
10	ClCc1nc2ccccc2n1Cc1ccccc1	-3.0	-17.3	0.1	-4.5	3.9
11	COCC(=O)N=Nc1c(O)[nH]c2ccccc12	2.6	0.5	0.4	1.3	12.2
12	COC(=O)c1ccc(C(=O)N2CCCC(N3CCN(c4ccc(F)cc4)CC3)C2)nc1 (centres undefined)	-1.4	0.1	0.1	6.6	8.2

no.	DDE Tn7 FP inh	LEDGF integ inh	TDP2 absorb	PLC-gamma1 inh	ADAM10 inh
1	-0.9	3.5	12.4	3.5	-4.7
2	-0.7	1.4	1.1	-0.6	0.4
3	3.0	7.9	-0.8	7.2	2.7
4	1.1	1.1	1.4	2.8	-0.5
5	4.5	-3.3	-22.5	1.7	-5.0
6	-3.9	26.9*	5.9	-31.7	-3.7
7	-7.0	0.6	-18.1	5.7	0.7
8	1.1	4.2	-22.5	17.0*	-4.0
9	-5.2	0.4	-0.4	7.4	5.2
10	0.0	4.6	-4.7	-0.2	1.7
11	-6.0	-3.1	2.2	2.7	-4.9
12	2.7	4.5	0.2	0.8	-15.4

Next results:
no.	Compound	Tn6 DDE FP	ADAM17 inh	KLK7 zymogen act	ASAP1 inh	ARFGAP1 inh
13	CCOC(=O)N1CCN(C(=O)c2c[nH]c3ccc(S(=O)(=O)N(C)c4cccc(C)c4)cc3c2=O)CC1	4.0	-19.6	-11.6	-7.6	-8.9
14	CC(C)N1CCCC(C)(C(=O)Nc2nc3ccccc3[nH]2)C1 (centres undefined)	2.8	2.1	0.3	-11.9	-5.1
15	O=C(COc1ccccc1)Nc1ccc(N2CCCCC2)cc1	-2.5	-2.7	0.8	-4.9	-8.9
16	CCOC(=O)C1(Cc2ccccc2)CCN(Cc2ccnc3ccccc23)CC1	5.7	-0.8	0.0	.	.
17	C[C@]12CCC(=O)CC1CCC1C2CC[C@@]2(C)C1CC[C@@]21CCO1 (some centres undefined)	0.6	-2.6	0.1	-5.0	-4.1
18	C[C@@H]1CN([C@H](C)CO)C(=O)c2cccc(NC(=O)c3ccncc3)c2O[C@@H]1CN(C)Cc1ccc(C(=O)O)cc1	0.5	-1.5	-0.8	0.6	2.6
19	Cn1c(=O)c2cn(Cc3ccc(Cl)cc3)cc2n(C)c1=O	1.8	-1.7	-0.4	-0.4	-2.2
20	O=C(COC(=O)/C=C/c1cccc(C(F)(F)F)c1)Nc1cccc(S(=O)(=O)NC2=NCCC2)c1	-3.3	0.9	1.3	-3.5	0.2
21	COc1ccc(Nc2nc(C)nc3sc4c(c23)CCC4)cc1O	6.6	-4.7	0.0	-8.8	2.1
22	CN(C(=O)c1ccc2c(c1)OCO2)C1CCCCC1	8.3	-0.3	-0.4	2.1	-3.6
23	CCOC(=O)N1CCC(=NNC(=O)c2cc3ccccc3cc2O)CC1	-13.6	-6.7	-2.3	3.6	17.4
24	Cc1ccn2c(CC(C)(C)C)c(-c3ccc(F)cc3)nc2c1	-1.2	0.2	1.0	-8.1	-15.4

no.	DDE Tn7 FP inh	LEDGF integ inh	TDP2 absorb	PLC-gamma1 inh	ADAM10 inh
13	6.6	-2.1	-16.1	-6.4	-61.3
14	-4.7	8.3	-13.2	0.3	-3.9
15	-2.2	1.0	-1.0	-4.2	-0.8
16	-1.6	2.3	-2.5	1.0	3.8
17	11.3	-0.2	-2.1	1.8	1.9
18	-0.8	1.5	2.5	-1.7	2.5
19	-0.9	-2.4	9.9	0.9	-7.9
20	4.2	0.6	3.8	4.9	4.5
21	-0.7	-0.1	0.5	-2.8	-8.8
22	5.9	1.9	4.6	1.4	11.7
23	-0.7	2.9	-1.3	-57.1	6.8
24	2.8	8.0	-6.2	-0.7	-9.9

The results go on.
no.	Compound	Tn6 DDE FP	ADAM17 inh	KLK7 zymogen act	ASAP1 inh	ARFGAP1 inh
25	C=Cc1ccc(Cn2c(=O)n(C)c(=O)c3sccc32)cc1	-2.3	-3.4	-0.6	-4.5	-2.6
26	CC(C)(C)NS(=O)(=O)c1ccc(NC(=O)C(Sc2ccccc2)c2ccccc2)cc1 (centres undefined)	-17.1	19.1*	0.4	20.4	8.8
27	O=C1NC(c2ccccc2)N=C2Oc3ccccc3C=C12 (centres undefined)	-10.0	-4.4	-0.7	-2.6	-7.0
28	COc1cccc(C(=O)Nc2ccccc2F)c1	-0.1	-1.0	-0.4	7.8	17.3
29	COc1ccc(Cl)cc1NC(=O)COC(=O)CCc1cc(OC)c(OC)c(OC)c1	3.6	-0.6	0.1	-3.3	-2.8
30	O=C(CN1CCCc2ccccc21)NC(=O)NC1CCCCC1	-8.3	-3.9	-0.3	-2.9	2.7
31	CC(C)=NOc1nc(N(C)C)nc(N2CCOCC2)n1	-2.9	1.8	-0.4	4.0	7.5
32	COc1ccc(CCN2CC(C(=O)NCCN3CCOC3=O)CCC2=O)cc1 (centres undefined)	-3.2	2.7	0.6	-6.5	4.5
33	Cn1cnnc1SCC(=O)NN1C(=O)NC(C)(c2ccccc2)C1=O (centres undefined)	-4.6	-4.3	-0.2	-3.9	10.4
34	COc1ccc(-n2c(CCc3ccccc3)nnc2SCC(=O)NCc2ccccc2)cc1	-1.6	3.9	-0.2	0.7	2.3
35	COC(=O)c1ccccc1NC(=O)C1CC=CCC1C(=O)O (centres undefined)	-16.0	-8.1	-1.1	-1.3	-5.5
36	COc1cc(C(=O)NC(=S)N2CCCCCC2)cc(OC)c1OC	-12.7	-0.9	0.2	-6.4	-1.9

no.	DDE Tn7 FP inh	LEDGF integ inh	TDP2 absorb	PLC-gamma1 inh	ADAM10 inh
25	-0.3	-1.3	-4.4	-2.0	-1.5
26	-6.6	-2.4	-16.4	2.0	41.3*
27	-1.1	4.2	16.7	-14.3	-22.8
28	-4.6	0.9	-5.8	2.4	-2.9
29	-1.7	-5.4	-5.5	0.4	3.8
30	2.1	-3.9	-3.9	-4.0	-7.3
31	-3.4	1.3	-30.7	10.9*	8.7
32	-2.7	2.7	-6.0	3.9	-6.1
33	0.5	0.9	6.9	-0.3	-5.1
34	4.0	-0.4	-6.4	4.3	-8.8
35	-1.6	-4.2	-14.7	-4.5	-28.2
36	-8.5	9.2	-11.0	0.6	2.5

Further compounds follow:
no.	Compound	Tn6 DDE FP	ADAM17 inh	KLK7 zymogen act	ASAP1 inh	ARFGAP1 inh
37	Cc1ccc(C(=O)Nc2cccc(S(=O)(=O)N(C)c3ccccc3)c2)o1	7.2	0.6	-0.1	-8.4	13.6
38	CCOc1ccc(C(=O)CCC(=O)NCC(=O)Nc2ccc(F)c(F)c2F)cc1	2.0	2.3	-0.4	-6.5	10.2
39	O=C(/C=C/c1ccco1)Nc1sc2c(c1C(=O)O)CCC2	-9.4	-1.2	0.4	1.9	-8.7
40	Clc1ccccc1-c1nc2ccccc2[nH]1	-5.6	-4.9	-0.4	7.6	-6.4
41	CCOC(=O)N1CCN(C(=O)c2cccn3c(=O)c4cc(Br)ccc4nc23)CC1	2.7	-62.6	0.9	16.5	-2.9
42	CCOc1ccc(S(=O)(=O)Nc2ccccc2C(=O)N2CCCC2)cc1	2.9	-7.3	0.6	-5.6	12.5
43	COc1ccc(/C=C/C(=O)N(c2ccccn2)C2CCCCC2)cc1OC	0.9	-23.0	1.1	0.1	1.2

no.	DDE Tn7 FP inh	LEDGF integ inh	TDP2 absorb	PLC-gamma1 inh	ADAM10 inh
37	-5.8	2.3	0.7	5.4	6.1
38	1.9	-4.6	4.6	5.4	-10.8
39	-0.3	20.8*	15.1	-21.1	-3.1
40	1.7	5.0	0.6	0.7	2.8
41	3.8	0.5	0.0	-337.6	-241.7
42	3.9	-3.6	1.3	0.7	-0.1
43	-3.0	0.6	5.7	-14.6	-78.1

Record cards, from the list above.
Cc1ccc(C(=O)Nc2cccc(S(=O)(=O)N(C)c3ccccc3)c2)o1 across the screens: Tn6 DDE FP: 7.2; ADAM17 inh: 0.6; KLK7 zymogen act: -0.1; ASAP1 inh: -8.4; ARFGAP1 inh: 13.6; DDE Tn7 FP inh: -5.8; LEDGF integ inh: 2.3; TDP2 absorb: 0.7; PLC-gamma1 inh: 5.4; ADAM10 inh: 6.1
Clc1ccccc1-c1nc2ccccc2[nH]1 across the screens: Tn6 DDE FP: -5.6; ADAM17 inh: -4.9; KLK7 zymogen act: -0.4; ASAP1 inh: 7.6; ARFGAP1 inh: -6.4; DDE Tn7 FP inh: 1.7; LEDGF integ inh: 5.0; TDP2 absorb: 0.6; PLC-gamma1 inh: 0.7; ADAM10 inh: 2.8

From PubChem
